ARNT TACC3 PPI = disruptors of human ARNT/TACC3 interaction; actives 0.66% (n = 390,000); Q9Y6A5; inhibition, % at 9.99 µM; AID 623870; AlphaScreen His-ARNT PAS-B/GST-TACC3 binding, luminescence; TACC3 fragment carries E629A point mutation;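 active = mean inhibition of replicates at least 50% and at least half of replicates each reaching 50%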;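 note: 0% = complete ARNT plus TACC3 wells and 100% = ARNT alone without TACC3; many hits fall short of the cut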
ERAP1 HTS inh = blocks human ERAP1 aminopeptidase activity | actives 0.15% (n = 340,000) | Q9NZ08 | inhibition, % at 10.7 µM | recombinant ERAP1, Leu-AMC fluorescence, 60 min;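 active = mean replicate inhibition of at least 30%, or all replicates individually reaching that 30% level; inactive = mean below 30% and not every replicate reaching it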;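 note: 0% = neutral control wells and 100% = L-leucinethiol positive control wells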
RAD54 branch = inhibitors of human RAD54 branch migration | RAD54 Holliday junction branch migration, FAM/BHQ fluorescence | inhibition, % at 10.4 µM | actives 0.14% (n = 360,000) | AID 602329 | Q92698;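 active = mean normalized replicate activity at least 40 and at least half of replicates scoring 40 or more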;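 note: 0% = median of neutral control wells and 100% = median of positive control wells; inhibitors cause a drop in the FAM fluorescence signal; in these data hits start at about 50%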
Target sequence (Q92698 whole entry, looked up): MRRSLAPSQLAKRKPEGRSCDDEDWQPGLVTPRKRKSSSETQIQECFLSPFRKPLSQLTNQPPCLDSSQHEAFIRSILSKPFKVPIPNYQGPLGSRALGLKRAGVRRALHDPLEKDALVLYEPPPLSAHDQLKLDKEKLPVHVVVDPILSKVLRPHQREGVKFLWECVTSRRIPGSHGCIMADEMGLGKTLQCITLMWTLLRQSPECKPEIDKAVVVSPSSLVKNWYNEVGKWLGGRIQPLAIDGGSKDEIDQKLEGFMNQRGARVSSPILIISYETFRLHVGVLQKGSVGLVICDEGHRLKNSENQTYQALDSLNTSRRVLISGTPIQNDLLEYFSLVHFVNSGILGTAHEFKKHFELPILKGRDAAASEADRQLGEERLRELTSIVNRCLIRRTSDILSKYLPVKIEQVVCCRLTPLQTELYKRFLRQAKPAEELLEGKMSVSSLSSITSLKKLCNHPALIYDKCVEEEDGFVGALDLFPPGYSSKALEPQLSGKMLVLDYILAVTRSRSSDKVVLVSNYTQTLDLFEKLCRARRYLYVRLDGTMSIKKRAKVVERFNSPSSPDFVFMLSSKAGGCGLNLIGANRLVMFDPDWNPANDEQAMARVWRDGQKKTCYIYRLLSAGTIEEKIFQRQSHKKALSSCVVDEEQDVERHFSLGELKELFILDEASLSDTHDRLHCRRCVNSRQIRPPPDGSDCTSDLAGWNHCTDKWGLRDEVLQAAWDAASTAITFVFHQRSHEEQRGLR
RAD52 inh = inhibitors of human RAD52 DNA annealing; recombinant RAD52 DNA annealing, FRET fluorescence; actives 0.46% (n = 360,000); inhibition, % at 18.7 µM; P43351;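 active = every replicate showing at least 50% inhibition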
esBAF inh = inhibitors of esBAF chromatin remodeling in mouse ES cells; Bmi1-luciferase knock-in reporter, 24 h; 100% = twice the neutral-well signal; reporter increase, % at 12.5 µM; actives 2% (n = 350,000); AID 602393; in the data active = activation above about 40%;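 note: 0% = median of the plate's neutral control wells and 100% = double that signal; a rise in the Bmi1 reporter signal indicates esBAF inhibition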
INS-1E GSIS act = primary screen for activators of insulin secretion dependent on glucose, INS-1E cells, GLuc reporter luminescence; INS-1E GLuc reporter insulin secretion, 2-3 h; activation, % at 16.6 µM; actives 0.61% (n = 370,000); AID 743287;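 active = lowest replicate activation of at least 40%, so every replicate reaches that level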;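 note: 0% = median of neutral control wells and 100% = median of IBMX positive control wells; some compounds called inactive have numbers as strong as hits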
F508del corr = correctors of CFTR F508del function in bronchial epithelial cells; activity (quench increase), % at 7.58 µM; CFBE cells, YFP halide quenching; stimulated with forskolin plus potentiator P3; % fluorescence drop versus neutral controls; AID 720511; actives 0.36% (n = 350,000);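 active = mean added fluorescence quench of at least 8% versus neutral control, with both replicates also reaching 8%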;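 note: cells transiently co-express mutant CFTR-F508del with the halide-sensitive YFP; corrector assay measuring rescue of mutant channel to the surface after 24 h compound exposure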
Xi reactivation = reactivates the inactive X chromosome in mouse fibroblasts | XiGFP mouse fibroblasts, % GFP-positive cells imaging, 3 d; cells co-treated with 5-aza-dC sensitizer; scaled so ellipticine positive control = 100% | activation, % at 7.58 µM | actives 0.055% (n = 360,000) | AID 743238;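 active = mean normalized replicate activation at least 10% and every replicate at or above 10%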;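 note: 0% = median of on-plate neutral control wells and 100% = ellipticine 6 µM median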
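System: 68-5-11 XiGFP fibroblast line | Buffer or medium: DMEM containing 5-aza-dC | Compound: Single point | Times: Compounds 3 days, fix/stain 15 min at room temperature | Benchmarks: Positive control ellipticine, 6 µM final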
The depositor's hits bear a star; / = no result given; & = joins results of further samples.

cpd | structure | esBAF inh | RAD52 inh | F508del corr | RAD54 branch | ERAP1 HTS inh | INS-1E GSIS act | ARNT TACC3 PPI | Xi reactivation
1 | CCN(C[C@H]1N[C@H](CO)[C@@H]1c1ccc(-c2ccc(F)cc2)cc1)C(=O)COC | 0 | -2 | -2.0 | -13 | 5 | -9 | 0 | 0.0
2 | CCC(=O)N(C)C[C@@H]1Oc2ncc(C#Cc3ccccc3OC)cc2C(=O)N([C@H](C)CO)C[C@@H]1C | -13 | 9 | -1.3 | -16 | 2 | -3 | 1 | -0.7
3 | COC(=O)C1=CN(c2ccc(OC)cc2)C(N)=C(C#N)C1c1ccccc1F (stereo not given) | / | -31 | -2.5 | / | / | -16 | / | 0.0
4 | Cc1cc(C)nc(NS(=O)(=O)c2ccc(NC(=O)c3ccc(O)cc3O)cc2)n1 | 9 | -9 | -3.4 | -8 | 1 | 6 | 5 | 0.1
5 | OCCNc1nc(Nc2ccccc2O)nc(N2CCCC2)n1 | -5 | 4 | -3.9 | -8 | 1 | / | 3 | 2.1
6 | COCC1CCN(Cc2nc(Cc3ccccc3Cl)no2)CC1 | / | -22 | 2.5 | / | -1 | -10 | -2 | 0.0
7 | CC1(C(=O)NS(=O)(=O)c2ccccc2OC(F)(F)F)CCN1C(=O)Cc1ccccc1 (stereo not given) | -8 | -1 | -1.6 | -3 | 7 | -5 | / | 0.2
8 | C=CCn1c(N)cc(=O)nc1SCC(=O)Nc1ccccc1 | 0 | / | / | -1 | / | 6 | -2 | /
9 | CN1C(=O)c2cc(NS(=O)(=O)c3ccc(Cl)cc3)ccc2OC[C@H]2O[C@@H](CC(=O)N3CCc4ccccc4C3)CC[C@@H]21 | 6 | 10 | -0.7 | 0 | 1 | -14 | 14 | 0.3
10 | O=P(CCCCCCCCCP(=O)(c1ccccc1)c1ccccc1)(c1ccccc1)c1ccccc1 | 4 | / | / | 5 | / | -27 | -1 | /
11 | O=C(CSc1nnc(-c2ccccc2)n1CC1CCCO1)N1CCCC1 (stereo not given) | -3 | -23 | -1.5 | / | -3 | -2 | -6 | 0.0
12 | COc1ccc(NC(=O)Nc2ccc(C)cc2Br)c(OC)c1 | -1 | -3 | 1.5 | 3 | 3 | 10 | / | 0.2
13 | OCC1OC(n2cnc3c(N4CCCC4)ncnc32)C(O)C1O (stereo not given) | -10 | -2 | / | -3 | -8 | / | / | 0.1
14 | C[C@@H]1CN([C@H](C)CO)C(=O)c2cc(NC(=O)Nc3ccc(F)cc3)ccc2O[C@H]1CN(C)Cc1ccc(C(F)(F)F)cc1 | 5 | -24 | -1.4 | -36 | 1 | -24 | 4 | 0.0
15 | CCOC(=O)c1ccc2c(c1)nc(SCC(=O)c1cc3ccccc3o1)n2CC | -1 | / | / | -6 | / | -11 | 2 | /
16 | Cc1ccc(C(=O)N2c3ccccc3N(Cc3ccccc3)C(=O)C2(C)C)cc1 | 7 | -6 | -0.1 | / | 7 | -2 | -1 | /
17 | C[C@H](CO)N1C[C@H](C)[C@@H](CN(C)C(=O)NC2CCCCC2)Oc2ccc(NC(=O)CCN3CCOCC3)cc2CC1=O | -2 | -14 | 0.1 | 1 | -1 | 2 | / | -0.6
18 | CCOc1ccc(S(=O)(=O)Nc2cccc(C(=O)NCC(c3ccco3)N3CCCC3)c2)cc1 (stereo not given) | -3 | -40 | -0.6 | 3 | 2 | / | 0 | -0.1
19 | CC(C)(C)NS(=O)(=O)c1ccc(CCC(=O)N2CCCC2)cc1 | / | 3 | -5.0 | / | 1 | 14 | 0 | 0.1
20 | CNC(=O)C[C@@H]1CC[C@@H]2[C@@H](COc3ccc(NC(=O)c4cc(C)on4)cc3C(=O)N2C)O1 | 0 | / | 0.2 | -3 | / | 6 | 4 | 0.2
21 | CCN1CCN(c2oc(-c3ccccc3C)nc2S(=O)(=O)c2ccccc2)CC1 | -13 | -1 | -1.3 | / | 2 | -14 | / | 0.2
22 | Cc1ccc(C(=O)O)cc1Nc1ncnc2sc3c(c12)CCC3 | 2 | -23 | 0.7 | -8 | 0 | 38 | -1 | 0.0
23 | COc1ccccc1-c1cnc(C(O)c2ccccc2)[nH]1 (stereo not given) | 13 | -2 | 1.0 | 1 | -7 | -6 | / | 0.1
24 | Cc1ccccc1S(=O)(=O)N1CC(C(=O)O)=CC[C@H]1c1ccc(Cl)cc1 | -3 | -14 | -0.1 | -4 | -2 | -10 | -5 | 0.2
25 | CCN1CCN(S(=O)(=O)c2ccc(Cl)c(C(=O)Nc3cc(Cl)ccc3N3CCOCC3)c2)CC1 | / | -5 | -1.7 | -8 | 5 | -16 | -2 | 0.3
26 | CC(C)NC(=O)Nc1ccc2c(c1)C(=O)N([C@H](C)CO)C[C@@H](C)[C@@H](CN(C)CC1CCCCC1)OCCCC[C@@H](C)O2 | 0 | 11 | 2.8 | 4 | -1 | 1 | 15 | 0.4
27 | COC(=O)/C=C/c1sc2nc(C)cc(C)c2c1N=CN(C)C | / | -235 | -1.0 | / | -5 | 24 | / | 0.0
28 | O=C(c1sc2cc(Cl)ccc2c1Cl)N1CCN(CCc2ccccn2)CC1 | -2 | -13 | -1.5 | 1 | -2 | -40 | -30 | 0.2
29 | NNC(=O)c1sccc1OCc1ccc(F)cc1 | / | 4 | 1.9 | / | 4 | 17 | -4 | 0.1
30 | COc1ccc(CNC(=O)c2ccc(=O)oc2)cc1OC | -6 | -5 | / | -2 | 2 | 9 | / | /
31 | CCC(=O)c1ccc(OC(=O)N2CCOCC2)cc1 | 35 | -9 | 3.0 | 7 | -4 | 2 | -2 | -0.1
32 | COc1cc2ncnc(NCc3ccccc3C)c2cc1OC | -11 | / | / | 1 | / | -2 | -1 | /
33 | Cc1[nH]n(-c2ccccc2)c(=O)c1C(=O)c1ccc(Cl)cc1 | / | -14 | -0.1 | -8 | -2 | -19 | -12 | 0.0
34 | COc1cc(NC(=O)COC(=O)c2ccccc2SCC(=O)N2CCCC2)cc(OC)c1 | 1 | -9 | 3.8 | -7 | -2 | -8 | -25 | 0.0
35 | Cc1ccc2c(c1)C(O)(C1COC(C)(C)CC1=O)C(=O)N2C (stereo not given) | 5 | -14 | 5.0 | 1 | -1 | 6 | -4 | 0.4
36 | Cc1c(Cl)cccc1NC(=O)N1CCCC1 | / | -28 | -2.4 | / | 3 | -5 | / | 0.2
37 | CCC1CCC(C(=O)NC(CCSC)C(=O)NCCN(CC(C)C)CC(C)C)CC1 (stereo not given) | 1 | -7 | -1.0 | / | 7 | 0 | -3 | -0.3
38 | COc1ccc(CCNC(=O)COC(=O)c2ccccc2NCCO)cc1OC | 11 | 2 | -0.4 | -13 | -51 | 83* | -1 | 0.1
39 | Nc1nc(Sc2ncccc2[N+](=O)[O-])n[nH]1 | / | -8 | -0.4 | -8 | 4 | -3 | / | 0.0
40 | O=C1NC[C@H](CCCCN2CCN(CC3CCCCC3)C(=O)C2=O)N(CCc2ccccc2)C1=O | / | -13 | -0.7 | / | / | 16 | / | -0.2
41 | C[C@H](CO)N1C[C@H](C)[C@H](CN(C)S(C)(=O)=O)Oc2c(NC(=O)c3ccc(-c4nccs4)cc3)cccc2C1=O | 0 | 6 | 1.2 | -2 | -1 | 34 | 1 | -0.1
42 | Cc1ccc(NC(=O)[C@@H]2O[C@H](CO)[C@@H](O)[C@H]2O)cc1C(F)(F)F | 15 | 2 | 1.3 | -5 | -1 | 16 | / | 0.3
43 | C[C@H](CO)N1C[C@H](C)[C@H](CN(C)C(=O)NC2CCCC2)Oc2ncc(-c3ccccc3)cc2C1=O | -2&-6 | -5&13 | -1.4&-1.9 | 6&1 | 0&4 | -9 | -2&-4 | 0.1
44 | CCN(CC)CCN(Cc1cc2cc3c(cc2[nH]c1=O)OCO3)C(=S)NCC1CCCO1 (stereo not given) | -7 | -13 | 1.6 | / | 0 | 18 | -10 | 0.0
45 | CCCNC(=O)[C@H]1[C@H](CO)[C@H]2Cn3c(ccc(-c4ccc(F)cc4)c3=O)[C@H]2N1C | 4 | -3 | -0.1 | -1 | 0 | 1 | -2 | 0.0
46 | C=CCNc1scc(-c2ccccc2)[n+]1CC=C | / | -16 | 3.6 | / | -1 | 7 | 24 | 0.0
47 | C#CCOCCOCCOCCNc1nc(N2CCN(C(=O)[C@H]([C@@H](C)CC)n3cc([C@@H](N)CC(C)C)nn3)CC2)nc(N2CCN(C(=O)[C@H](Cc3ccc(O)cc3)n3cc([C@@H](N)C(C)CC)nn3)CC2)n1 (stereo not given in full) | 1 | 26 | 0.7 | 18 | / | 1 | 6 | 0.3
48 | COc1ccccc1Cc1c(-c2cccc(Br)c2)nc2ccc(Cl)cn12 | 37 | -31 | 1.0 | -3 | 0 | 6 | / | 0.2
49 | Cc1noc(C)c1S(=O)(=O)N(C)C[C@H]1Oc2ccc(NS(=O)(=O)c3ccccc3)cc2C(=O)N([C@H](C)CO)C[C@H]1C | 3 | / | -3.1 | -1 | / | 2 | / | -0.5
50 | COc1ccccc1CNC(=O)[C@H](C)NC(=O)[C@@H]1Cc2ccccc2CN1 | 2 | -4 | -0.4 | -5 | -1 | / | -2 | 0.0
51 | Clc1cccc(-c2ccc(/C=N/n3cnnc3)o2)c1Cl | -5 | -38 | / | -12 | 1 | 26 | 0 | /
52 | COc1cccc(NC(=O)CN(C)C(=O)C(C)Sc2ccccc2)c1 (stereo not given) | -5 | -7 | 3.6 | -3 | 1 | -1 | -1 | 0.1
53 | c1ccc2c(C[C@@H]3CNCCN3CC3CCCCC3)cccc2c1 | 4 | 0 | 0.4 | 9 | -3 | / | 32 | 0.4
54 | O=C(NCCc1ccccc1)C1CCCN(c2cnccn2)C1 (stereo not given) | 3 | -8 | -1.0 | 4 | 6 | -2 | 3 | 0.0
55 | Cc1ccnc(NC(=O)CCC(=O)N(CC(=O)NCc2ccccc2)Cc2ccc(F)cc2)c1 | -3 | -9 | 0.4 | 3 | -3 | 4 | 36 | 0.0
56 | COc1ccc(S(=O)(=O)N2CCC(C(=O)Nc3nnc(C)s3)CC2)cc1OC | 0 | -11 | -1.4 | 3 | -1 | 17 | -2 | -0.1

In the list so far, 2 have a COOH group.
cpd | structure | esBAF inh | RAD52 inh | F508del corr | RAD54 branch | ERAP1 HTS inh | INS-1E GSIS act | ARNT TACC3 PPI | Xi reactivation
22 | Cc1ccc(C(=O)O)cc1Nc1ncnc2sc3c(c12)CCC3 | 2 | -23 | 0.7 | -8 | 0 | 38 | -1 | 0.0
24 | Cc1ccccc1S(=O)(=O)N1CC(C(=O)O)=CC[C@H]1c1ccc(Cl)cc1 | -3 | -14 | -0.1 | -4 | -2 | -10 | -5 | 0.2

The list goes on:
cpd | structure | esBAF inh | RAD52 inh | F508del corr | RAD54 branch | ERAP1 HTS inh | INS-1E GSIS act | ARNT TACC3 PPI | Xi reactivation
57 | C[C@@H](O)C#Cc1ccc2c(c1)O[C@H](CN(C)CC1CC1)[C@@H](C)CN([C@@H](C)CO)S2(=O)=O | 4 | / | -2.8 | / | / | 2 | / | -0.6
58 | Fc1ccc(-c2csc3ncnc(N4CCN(c5ccccc5)CC4)c23)cc1 | -4 | -19 | -0.3 | -3 | -5 | 4 | 23 | 0.0
59 | COc1ccc2c3c([nH]c2c1)[C@H](CO)N(C(=O)c1cccc(F)c1)CC31CCN(C(=O)c2ccccc2)CC1 | / | 9 | -1.1 | / | -2 | 3 | / | 0.0
60 | COC(=O)[C@@]1(C(C)C)N=C(c2cc(OC)c(OC)c(OC)c2)[C@]2(O1)C(=O)N(Cc1ccc(OC)cc1)c1ccc(Br)cc12 | / | -13 | 3.7 | / | / | 1 | / | 0.0
61 | CN1C(=O)c2ccccc2CC12c1ccccc1C(=O)N2C (stereo not given) | 3 | -7 | 0.0 | -2 | 1 | / | / | 0.0
62 | COc1ccc(C(=O)OCC(=O)NCC2CCCCC2)cc1F | -5 | -3 | 1.4 | -6 | -16 | 1 | -2 | 0.0
